Source: PubChem BioAssay (National Center for Advancing Translational Sciences (NCATS))
TGFb SMAD3 inh: inhibitors of TGF-b signaling. HepG2 CAGA-GFP TGF-b/SMAD3 reporter, GFP fluorescence, 18 h; TGF-beta stimulated, 500 pg/mL final. Potency, µM (highest dose often 46.1 µM), without a hit: top-dose activity, negative = inhibition, usual class: inhibitors. actives 1.2% (n = 410,000). AID 588855; also: potency is read from the fitted curve at half-maximal effect; % is scaled to controls: 0 for no effect and ±100 for the full control effect; nearly all actives have a fitted effect of over 65% in size
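Read-out: total well GFP (ex488/em500-530) summed from mean per-cell fluorescence. Cells: HEPG2 CAGA-GFP, 1% FBS DMEM, 18 h at 37 degrees C with 500 pg/mL final TGF-beta. Unstimulated wells served as the full-inhibition control; stimulated DMSO wells = 0%.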
Nrf2 inh: blocks Nrf2 signaling. Potency, µM (titrated, usually from 46 µM), for the others: at the highest dose activity change, negative = inhibition, hits mostly inhibitors. A549 ARE-Fluc reporter, luciferase luminescence, 18-24 h. actives 2.1% (n = 360,000); also: potency is read from the fitted curve at half-maximal effect; % is scaled to controls: 0 for no effect and ±100 for the full control effect; nearly all actives have a fitted effect of over 60% in size
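Reporter: ARE-Fluc in A549. Exposure: 18-24 h, 37 °C, 5% CO2, 5% FBS OPTI-MEM. Readouts: fluorescent cytotoxicity (CellTiter-Fluor), then luminescent Nrf2 signal after BugLite.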
Nrf2 ARE act: activators of Nrf2 (ARE) signaling. AREc32 ARE-luciferase reporter (MCF7-derived line), luminescence, 24 h. Potency, µM (series often up to 46.1 µM), without a hit: at the top dose activation, usual class: activators. actives 0.31% (n = 410,000); also: potency is read from the fitted curve at half-maximal effect; % of control where 0% means no effect; nearly all actives have a fitted effect of over 65% in size
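ARE activation measured as luciferase luminescence (Steady-Glo, 30 min RT) in AREc32_Fluc cells after 24 hr compound exposure at 37 deg C, 5% CO2; cells seeded overnight at 1000/well in OPTI-MEM, 5% FBS.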
A549 tox: A549 cytotoxicity, counter-screen for Nrf2 inhibitors | A549 ARE-Fluc cells, CellTiter-Fluor viability, 18-24 h | Potency, µM (series often up to 46 µM), without a hit: at the top dose activity change, negative = cytotoxicity, actives largely listed as inhibitors | actives 0.16% (n = 390,000); also: potency is read from the fitted curve at half-maximal effect; % is scaled to controls: 0 for no effect and ±100 for the full control effect
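A549 ARE_Fluc cells in 5% FBS OPTI-MEM were exposed to compounds in concentration-response for 18-24 h at 37 deg C. Viability was read by CellTiter-Fluor fluorescence (Ex 405/Em 525) after 30 min, before the luciferase read.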
ATXN2 expr inh: reduces ATXN2 reporter expression in HEK-293 cells. AID 1745845. HEK-293 ATXN2-luciferase reporter, luminescence, 24 h. Potency, µM (series often up to 57 µM), for the others: top-dose activity change, negative = inhibition, most hits filed as inhibitors. actives 0.72% (n = 360,000); also: potency is read from the fitted curve at half-maximal effect; % is scaled to controls: 0 for no effect and ±100 for the full control effect; nearly all actives have a fitted effect of over 55% in size
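qHTS (up to 57 uM final) was run with 24 h compound exposure of reporter cells at 37 °C. Each well was multiplexed: SteadyGlo luminescence measured ATXN2-luciferase expression after a fluorogenic Gly-Phe-AFC viability readout (25 uM final).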
HepG2 viability: counter-screen for TGF-b inhibitors: cytotoxicity in HepG2 cells | HepG2 CAGA-GFP viability, ATP luminescence, 18 h | actives 0.76% (n = 410,000) | Potency, µM (series often up to 46.1 µM), without a hit: at the highest dose activity change, negative = cytotoxicity, most hits filed as cytotoxic | AID 588856; also: potency is read from the fitted curve at half-maximal effect; some results filed as inactive show a strong effect at the top dose
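CellTiter-Glo luminescence gave cytotoxicity after 18 hours at 37 degrees C. The cells were HepG2 CAGA-GFP in 1% FBS DMEM, stimulated with 500 pg/mL TGF-beta after compound addition. %Activity was normalised to no-cell wells (complete cell-killing) and DMSO (no toxicity), and curves were fitted and classified.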
S2 tox: reduces viability in counter-screen for ATXN expression inhibitors; actives 0.49% (n = 400,000); Potency, µM (series often up to 56.7 µM), actives largely listed as cytotoxic; S2 cells (HEK-293 line with an ATXN2-luciferase reporter) viability, CellTiter-Fluor protease fluorescence, 24 h; also: potency is read from the fitted curve at half-maximal effect; nearly all actives have a fitted effect of over 40% in size
IL-1B inflam inh: blocks inflammasome-driven IL-1 beta release. actives 4.7% (n = 360,000). AID 743279. activity change, % at 57.5 µM. THP-1 LPS/ATP IL-1B secretion, AlphaLISA, 16 h; hits give low values; in the data active = activity change below about -50%; inconclusive = mostly about -30% to -49%; also: % is scaled to controls: 0 for no effect and ±100 for the full control effect
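THP-1 cells pretreated 1 hr with compounds (up to 57.5 uM final), then stimulated with LPS (250 ng/mL final) plus ATP (1.25 mM final); secreted IL-1B measured by AlphaLISA after 16 hr, decreased signal indicating inhibition.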
MCF10A rerep: induces DNA re-replication in MCF 10a normal breast cells | MCF 10A DNA re-replication, Hoechst nuclear intensity, 48 h | Potency, µM (top dose mostly 46.1 µM), without a hit: top-dose activity, positive = re-replication, hits mostly activators | actives 2.9% (n = 350,000) | AID 624296; also: potency is read from the fitted curve at half-maximal effect; % of control where 0% means no effect; nearly all actives have a fitted effect of over 50% in size
* marks the source's active call; other numbers are inactive results; i = inactive; ? = inconclusive; . = not tested or not shown; & = joins results of further samples; [ ] = another dose, or the depositor's remark. Unless noted, calls follow the shape of the dose curve; as a rule, active = well fitted curve in the direction sought with a large enough effect; inconclusive = small, poorly fitted or top-dose-only effect, or another doubt; inactive = no such curve, though single readings can be large; an effect the other way counts as inactive or inconclusive.

SMILES	TGFb SMAD3 inh	Nrf2 inh	Nrf2 ARE act	A549 tox	ATXN2 expr inh	HepG2 viability	S2 tox	IL-1B inflam inh	MCF10A rerep
O=[N+]([O-])c1ccc(S(=O)(=O)Nc2nc(-c3ccccc3)cs2)cc1	?	-23%	-0.3%	4%	.	-10%	i	15	-3%
CCN(CC)Cc1c(CC(C)C)oc(C)c1C(=O)O	-16%	14%	-1.1%	-4%	2%	4%	i	-4	0%
COc1cc(Nc2ccn3nc(-c4ccccc4Cl)cc3n2)cc(OC)c1OC	?	.	-0.1%	.	-36%	-47%	?	0	.
c1ccc2nc3c(cc2c1)CCCCC3	-13%	15%	0.3%	1%	16%	-2%	i	15	?
CC(C)C(NC(=O)c1ccccc1)C(=O)OCC(=O)N1CCCCC1 (stereo not given)	-5%	6%	0.6%	9%	-13%	-3%	i	-5	7%
COc1ccc(OC2CCN(S(=O)(=O)c3ccc(F)cc3)CC2)cc1	-11%	-25%	0.1%	18%	-11%	-5%	i	11	18%
CCCCNC(=S)N(C)/N=C/c1ccccc1C(=O)O	0%	7%	0.8%	2%	2%	-21%	i	0	0%
COc1ccccc1-c1nc2c(c(SCc3cc(C)ccc3C)n1)Cc1c(CO)cnc(C)c1O2	0%	?	3.0%	11%	-1%	1%	i	.	.
CC(=O)Nc1nonc1-c1nnc(SCC(=O)Nc2ccc(C)c(Cl)c2)n1C	-26%	-8%	0.0%	0%	-1%	2%	i	.	.
O=C(CSc1nnc(CNC(=O)c2ccccc2F)o1)NC1CCCCC1	-1%	10%	-0.3%	-5%	3%	-10%	i	0	-2%

The closing 6 compounds of the section above lead into the next.
SMILES	TGFb SMAD3 inh	Nrf2 inh	Nrf2 ARE act	A549 tox	ATXN2 expr inh	HepG2 viability	S2 tox	IL-1B inflam inh	MCF10A rerep
CC(C)C(NC(=O)c1ccccc1)C(=O)OCC(=O)N1CCCCC1 (stereo not given)	-5%	6%	0.6%	9%	-13%	-3%	i	-5	7%
COc1ccc(OC2CCN(S(=O)(=O)c3ccc(F)cc3)CC2)cc1	-11%	-25%	0.1%	18%	-11%	-5%	i	11	18%
CCCCNC(=S)N(C)/N=C/c1ccccc1C(=O)O	0%	7%	0.8%	2%	2%	-21%	i	0	0%
COc1ccccc1-c1nc2c(c(SCc3cc(C)ccc3C)n1)Cc1c(CO)cnc(C)c1O2	0%	?	3.0%	11%	-1%	1%	i	.	.
CC(=O)Nc1nonc1-c1nnc(SCC(=O)Nc2ccc(C)c(Cl)c2)n1C	-26%	-8%	0.0%	0%	-1%	2%	i	.	.
O=C(CSc1nnc(CNC(=O)c2ccccc2F)o1)NC1CCCCC1	-1%	10%	-0.3%	-5%	3%	-10%	i	0	-2%
COC(=O)c1ccc(COc2ccc(C3C4=C(CCCC4=O)Nc4onc(C)c43)cc2)cc1 (stereo not given)	?	3%	13%	3%	3%	-37%	i	-19	?
COC(=O)c1sccc1NC(=S)N(C)C1CCCCC1	-16%	12%	9.5%	3%	.	-29%	?	-6	12%
COc1ccccc1/C=C/c1nc2ccc(OC(C)=O)cc2c(=O)o1	-28%	3%	0.6%	0%	-9%	10%	i	4	0%
CC1(C)CC(=O)C2=C(C1)NC(=O)CC2c1cc2c(cc1Br)OCO2 (stereo not given)	8%	.	-0.2%	-8%	-4%	-21%	?	-22	7%
O=C(CSc1ccc2nnc(-c3cccnc3)n2n1)NCC1CCCO1 (stereo not given)	4%	8%	-1.0%	-17%	3%	-6%	i	6	0%
Cc1cnc(NC(=O)CSc2c(Cl)cccc2Cl)s1	-18%	.	0.1%	-2%	9%	-1%	i	25	-15%
COc1cc(OC)cc(C(=O)Nc2ccccc2NC(C)=O)c1	-7%	17%	2.7%	-3%	7%	-3%	i	0	3%
CC(C)C[C@H]1CNC(=S)N1CC1CCN(CC2CCCC2)CC1	4%	6%	-0.5%	8%	1%	-1%	i	14	?
CC(C)(C)OC(=O)NOCC(=O)N(Cc1ccccc1)CC(O)COc1ccccc1 (stereo not given)	-20%	-2%	0.2%	15%	-5%	-9%	i	-9	8%
C=CCc1ccc(OC)c(OC)c1	51%[activator]	0%	-1.2%	-2%	9%	4%	i	2	1%
CCc1ccc(-c2nc(SCC(=O)c3c(N)n(C)c(=O)n(C)c3=O)n[nH]2)cc1	1%	-4%	0.2%	-3%	-12%	-12%	i	8	0%
CCc1nc2ccc(C(=O)NCc3cccs3)cn2c1N(CC)Cc1cccc(Br)c1	11µM*	.	-1.4%	.	?	-27%	?	-54*	.
Cc1ccc(NC(=O)CN(C)C(=O)c2cccc(S(=O)(=O)NCc3ccccc3)c2)cc1	-21%	-6%	1.8%	-3%	13%	-20%	i	-7	17%
CCN(CC(=O)NCc1ccccn1)S(=O)(=O)c1ccc(Cl)cc1	3%	.	-0.8%	9%	-6%	19%	i	-7	2%
COc1ccc(NC(=O)CN(C)C(=O)C(C)Sc2ccccc2)cc1 (stereo not given)	?	-20%	-0.5%	-4%	3%	-11%	i	-1	1%
Cc1cc(N/N=C/c2ccccc2F)nc(NCc2ccccc2)n1	-18%	-1%	0.8%	-8%	-7%	-18%	i	-4	6%
COC(=O)c1ccc(NC(=O)CSc2ccc(-c3cccs3)nn2)cc1	0%	9%	3.0%	9%	.	0%	.	.	.
O=C(O)c1ccccc1N=N/C(=N/Nc1cc(S(=O)(=O)O)ccc1O)c1ccccc1	-10%	?	0.2%	?	16%	-7%	i	-57*	-6%
Cc1nc(-c2ccc(S(=O)(=O)Oc3ccccc3Cl)s2)cs1	-22%	-2%	-0.3%	-4%	-12%	-26%	i	?	?
CC(c1ccccc1)c1nnc(NC(=O)Nc2ccccc2F)s1 (stereo not given)	-7%	?	0.1%	-2%	37%	-1%	i	38	27%
COc1ccccc1CNC(=O)C/C(C)=N/NC(=O)COc1ccc(C)cc1Br	-25%	5%	-0.4%	2%	16%	-1%	i	25	-1%
Cc1ccc(-n2nc(C(=O)Nc3ccc(C)c(F)c3)c(=O)n(C)c2=O)cc1	25%	.	0.0%	-3%	-6%	3%	i	.	.
CCCCC(CC)C(=O)NCC(C)NC(=O)C(CC)CCCC (stereo not given)	-1%	12%	-1.4%	-6%	-14%	-17%	?	17	-5%
OC1CCCN(CC(O)COc2ccc(-c3ccccc3)cc2)C1 (stereo not given)	0%	?	-0.6%	2%	-31%	-21%	i	-26	?
CC(C)(C)C1CCC(=NNC(=O)CN(c2ccccc2)S(=O)(=O)c2ccccc2[N+](=O)[O-])CC1 (stereo not given)	11%	4%	1.1%	-1%	1%	-1%	i	7	-4%&-38%
O=C(Cc1ccsc1)N1CCN(S(=O)(=O)c2cccc(F)c2)CC1	0%	-4%	0.0%	-1%	-8%	1%	i	24	5%
COc1cc(OC)cc(C(=O)Nc2cc(-c3nc4ccccc4[nH]3)ccc2C)c1	-10%	?	0.6%	-19%	?	-22%	?	.	.
COC(=O)c1cc(S(=O)(=O)NCC2CCN(Cc3ccc(F)cc3)CC2)cn1C	-9%&-20%	?	-0.7%&0.3%	-8%&14%	-10%	-28%&-11%	?	3	-3%
COc1ccc(OCc2nnc(SCc3ccc(C(=O)O)cc3)o2)cc1	6%	5%	0.0%	10%	-17%	10%	i	38	-33%[inhibitor]
Cn1c(=O)c2c(nc(Cc3ccc(N)cc3)n2C)n(C)c1=O	-2%	-23%	-0.9%	0%	-2%	-4%	i	22	0%
Cc1nc(CN2CCN(S(=O)(=O)c3c(Cl)cc(Br)cc3Cl)CC2)cs1	12%	0%	-0.6%	-4%	0%	-11%	i	-53*	15%
CCOc1ccc(NC(=O)c2ccc(CC)s2)c([N+](=O)[O-])c1	-2%	-17%	3.8%	-20%	26%	-18%	i	?	-2%
CCc1ccc[n+](-c2[nH]c(=O)sc2/C=N/N=C(\N)[O-])c1	-6%	-5%	0.1%	-3%	6%	10%	i	-4	9%
Cc1cccc(NC(=O)Nc2ccc(S(N)(=O)=O)cc2)c1	-21%	10%	0.3%	-7%	18%	15%	i	-6	3%
COc1ccc(NC(=O)c2ccc(NC(=O)c3nc4nc(C)cc(C)n4n3)cc2)cc1	1%	-16%	0.2%	8%	4%	-4%	i	49	-4%
COc1ccc(C2C(C(=O)OCC3CCCO3)=C(C)NC3=C2C(=O)CC(c2ccco2)C3)cc1O (stereo not given)	16%	2%	0.6%	3%	2%	-12%	i	?	0%
O=C(Nc1cccc(-c2cccc(F)c2)c1)C1CCN(Cc2ccco2)CC1	?	1%	5.6%	-4%	-24%	-60%	i	-18	11%
Cc1ccc(NC(=S)N2CCN(c3ncccn3)CC2)cc1C	?	2%	2.0%	7%	0%	-6%	i	25	0%
O=C(CN1C(=O)NC2(CCCC2)C1=O)Nc1ccccc1C(F)(F)F	-2%	-1%	-0.7%	-9%	11%	4%	i	-6	-2%
O=C1CN(C(=O)Cc2ccc(F)cc2)C(c2ccccc2)c2cc(Br)ccc2N1 (stereo not given)	-4%	-12%[9.27 µM]	6.2%	-22%	11%	-35%	i	.	.
CCC1Oc2ccccc2N(CC(=O)NCCN2CCCC2)C1=O (stereo not given)	8%	8%	0.0%	8%	0%	-4%	i	-9	-4%
O=C(NCc1cccc(C(F)(F)F)c1)c1cc(-c2ccccc2)nn1CC1CC(c2cccnc2)=NO1 (stereo not given)	?	?	5.2%	-19%	-31%	-43%	i	12	9%
CCCCOc1ccc(C2=NNC(=O)CC2)cc1	?	21%	5.2%	7%	-18%	-17%	i	-20	?
O=C(Oc1oc(-c2ccco2)nc1C=Nc1ccccc1)c1ccco1	11%	?	14%	1%	-13%	7%	i	?	0%
